# Peg3 promoter – reduces Peg3 promoter-driven luciferase expression in HeLa; HeLa PEG-Prom luciferase reporter, luminescence, overnight; inhibition, % at 20 µM; hit rate 1.7% among 360,000;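 active = inhibition of at least 50% at 20 µM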
# C8 TRAIL sens – sensitizes caspase-8 expressing cells to TRAIL; NB7+C8 cells + TRAIL, ATPlite viability luminescence; inhibition (viability loss, TRAIL sensitization), % at 10 µM; hit rate 1% among 360,000; AID 624354;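 active = compounds causing at least 50% loss of cell viability in the single-dose screen, relative to plate controls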
# MITF TRPM1 inh – MITF TRPM1 promoter inhibition in SK-MEL-5 cells; hit rate 0.83% among 330,000; inhibition, % at 12.5 µM; SK-MEL-5 TRPM1 promoter luciferase, 24 h; AID 488899;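 active = mean inhibition across replicates of 60% or more, whatever share of single replicates reaches that level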; note: values of inactives mirror those of a sister screen read the other way
# NR2E3 ag-1 – agonists of human nuclear receptor NR2E3; AID 2300; GST-NR2E3/biotin-RetCOR TR-FRET, 1536-well; Q9Y5X4; hit rate 0.12% among 320,000; inhibition of corepressor binding, % at 4.78 µM;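 active = percent inhibition above the cutoff of mean plus 3 SD of all tested compounds, set per screening campaign, cut at about 20% in these data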;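 note: 0% = DMSO wells and 100% = biotin wells as full block of FRET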
# Target sequence (Q9Y5X4 whole entry, looked up): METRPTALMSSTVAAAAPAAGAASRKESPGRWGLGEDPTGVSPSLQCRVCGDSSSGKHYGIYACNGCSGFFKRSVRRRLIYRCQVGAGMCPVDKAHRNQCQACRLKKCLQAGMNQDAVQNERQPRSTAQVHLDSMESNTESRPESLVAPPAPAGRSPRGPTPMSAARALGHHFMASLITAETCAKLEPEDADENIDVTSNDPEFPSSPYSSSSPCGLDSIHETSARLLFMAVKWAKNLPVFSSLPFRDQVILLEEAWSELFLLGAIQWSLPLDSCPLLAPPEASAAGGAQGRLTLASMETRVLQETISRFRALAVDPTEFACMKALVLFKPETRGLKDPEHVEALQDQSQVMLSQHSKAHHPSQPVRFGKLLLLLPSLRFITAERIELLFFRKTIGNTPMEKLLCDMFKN
#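 Material: NR2E3–RetCOR corepressor complex / Amount: 1.35 nM GST-NR2E3 / Medium: Tris pH 7.5 / Compound: single nominal compound dose of 4.8 µM / Incubation: 5 h at 4 °C / Technique: TR-FRET, Eu(K)-anti-GST donor, streptavidin-D2 acceptor, ex 340, em 617/671 nm / Read-out basis: percent loss of FRET ratio relative to control wells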
# TWEAK-Fn14 inh – TWEAK-Fn14 signaling inhibition. AID 1159606. inhibition, % at 10 µM. hit rate 2% among 360,000. TWEAK-stimulated Fn14 reporter cells, luciferase luminescence, 8 h; in the data active = inhibition above about 50%
# NR2E3 ag-2 – activates human NR2E3 receptor; CHO-S Gal4-NCOR/VP16-NR2E3 two-hybrid, luciferase; inhibition of corepressor binding, % at 3.98 µM; hit rate 0.35% among 360,000; AID 602229;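 active = inhibition above the mean of all tested compounds plus 3 SD, cut at about 70% in these data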;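 note: 0% = DMSO with NR2E3 transfected cells and 100% = cells lacking NR2E3 construct; higher means lower luciferase signal from less NR2E3 corepressor binding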
# HIF-2a inh – HIF-2a inhibition. inhibition, % at 18.8 µM. hit rate 0.72% among 360,000. 786-0 RCC cells HIF-2a reporter, luciferase luminescence, overnight;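 active = inhibition of the luminescence signal of 40% or more relative to plate controls, in a single-dose primary screen at 18.75 µM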
# TROY NFkB inh – blocks TROY-dependent signaling in reporter cells; Q293 LMP1-TROYcd NF-kB luciferase reporter, 4 h; inhibition, % at 10 µM; hit rate 0.98% among 360,000;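 active = compounds whose plate-normalised and pattern-corrected inhibition of the luciferase reporter signal at the single screening dose is 50% or more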
# KKLEB cytotox – CF airway cell cytotoxicity counter-screen; KKLEB CF airway cells viability, ATPlite luminescence, overnight; hits give low values; cells stimulated with P. aeruginosa culture filtrate; activity change (cytotoxicity), % at 5 µM; hit rate 0.36% among 360,000; AID 602141;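 active = corrected activity change at or below -50% at 5 µM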
# CF NFkB inh – cystic fibrosis NF-kB activation inhibition | hit rate 0.86% among 360,000 | AID 588850 | inhibition, % at 5 µM | KKLEB NF-kB-GFP reporter, PAF-induced, GFP fluorescence overnight;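 active = at least 50% inhibition at 5 µM, scaled per plate between neutral and stimulator controls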;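 note: PAF is a Pseudomonas aeruginosa culture filtrate used as stimulus; plate controls were PAF-stimulated DMSO wells for no effect and unstimulated DMSO wells for full effect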
# Shn3 inh set2 – reduces Shn3 3'UTR luciferase signal in osteoblasts | hit rate 0.52% among 360,000 | Clone20 osteoblast Shn3 3'UTR firefly luciferase, 24 h | inhibition, % at 12.5 µM | AID 588674;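 active = mean inhibition of at least 75% with every replicate also reaching 75%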;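 note: 0% = median of neutral control wells and 100% = pilot-screen positive control compound; some compounds past the cut are filed as inactive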
# * hit, by the source's call; · = not tested or not shown.
# The opening 12 records (preview)
SMILES,Peg3 promoter,C8 TRAIL sens,MITF TRPM1 inh,NR2E3 ag-1,TWEAK-Fn14 inh,NR2E3 ag-2,HIF-2a inh,TROY NFkB inh,KKLEB cytotox,CF NFkB inh,Shn3 inh set2
CCN(CC)S(=O)(=O)c1cccc(NC2=NCC(C)S2)c1 (stereo not drawn),-4,7,2,-1,2,-15,-21,3,-8,6,-2
COc1ccc(-n2ncc3c(NCc4ccc5c(c4)OCO5)ncnc32)cc1,-28,11,-25,-3,-11,-50,-74,-29,0,22,-18
Cc1cc(=O)n2cc(-c3ccccc3)nc2[nH]1,-103,27,-24,2,1,-27,-102,-20,13,4,-14
O=C(O)c1sccc1Oc1ccc(F)cc1[N+](=O)[O-],4,-10,11,1,-7,-7,4,8,4,-3,-5
CC(=O)c1ccc(N2CCN(CC(=O)Nc3cc(C)on3)CC2)cc1,-10,-6,9,2,-13,-7,7,-6,4,10,0
CCCCCNC1=CC(=O)CC(c2ccccc2)C1 (stereo not drawn),13,30,16,1,20,2,0,-5,-17,5,-12
Cc1ccc(NC(=O)CSc2nnc3n2CCCCC3)cc1S(=O)(=O)N1CCOCC1,5,-15,·,·,4,-50,16,0,12,-20,4
Cc1ccc2c(c1)C(=O)N1[C@H]3c4ccccc4OC[C@@H]3[C@H](c3ccccc3)[C@]1(C)C(=O)N2,9,14,-13,·,-8,10,12,-12,-3,-15,2
CCOc1ccccc1N1CCN(C(=O)NC(C)c2ccc(F)c(F)c2)CC1 (stereo not drawn),15,-6,2,-2,35,-6,5,17,-4,7,-14
CCCc1nnc(NC(=O)CN2C(=O)C3C4C=CC(C4)C3C2=O)s1 (stereo not drawn),6,-2,13,0,4,-10,8,7,-6,14,-1
CCOC(=O)c1ccc(NC(=O)CCc2c(C)nc3ncnn3c2C)cc1,-6,-18,7,-2,0,10,3,-2,7,3,-1
COC(=O)c1ccc(Nc2ccc3nonc3c2[N+](=O)[O-])cc1,16,-18,9,-2,0,-6,20,2,8,4,10

# Main list (from the top)
SMILES,Peg3 promoter,C8 TRAIL sens,MITF TRPM1 inh,NR2E3 ag-1,TWEAK-Fn14 inh,NR2E3 ag-2,HIF-2a inh,TROY NFkB inh,KKLEB cytotox,CF NFkB inh,Shn3 inh set2
CCN(CC)S(=O)(=O)c1cccc(NC2=NCC(C)S2)c1 (stereo not drawn),-4,7,2,-1,2,-15,-21,3,-8,6,-2
COc1ccc(-n2ncc3c(NCc4ccc5c(c4)OCO5)ncnc32)cc1,-28,11,-25,-3,-11,-50,-74,-29,0,22,-18
Cc1cc(=O)n2cc(-c3ccccc3)nc2[nH]1,-103,27,-24,2,1,-27,-102,-20,13,4,-14
O=C(O)c1sccc1Oc1ccc(F)cc1[N+](=O)[O-],4,-10,11,1,-7,-7,4,8,4,-3,-5
CC(=O)c1ccc(N2CCN(CC(=O)Nc3cc(C)on3)CC2)cc1,-10,-6,9,2,-13,-7,7,-6,4,10,0
CCCCCNC1=CC(=O)CC(c2ccccc2)C1 (stereo not drawn),13,30,16,1,20,2,0,-5,-17,5,-12
Cc1ccc(NC(=O)CSc2nnc3n2CCCCC3)cc1S(=O)(=O)N1CCOCC1,5,-15,·,·,4,-50,16,0,12,-20,4
Cc1ccc2c(c1)C(=O)N1[C@H]3c4ccccc4OC[C@@H]3[C@H](c3ccccc3)[C@]1(C)C(=O)N2,9,14,-13,·,-8,10,12,-12,-3,-15,2
CCOc1ccccc1N1CCN(C(=O)NC(C)c2ccc(F)c(F)c2)CC1 (stereo not drawn),15,-6,2,-2,35,-6,5,17,-4,7,-14
CCCc1nnc(NC(=O)CN2C(=O)C3C4C=CC(C4)C3C2=O)s1 (stereo not drawn),6,-2,13,0,4,-10,8,7,-6,14,-1
CCOC(=O)c1ccc(NC(=O)CCc2c(C)nc3ncnn3c2C)cc1,-6,-18,7,-2,0,10,3,-2,7,3,-1
COC(=O)c1ccc(Nc2ccc3nonc3c2[N+](=O)[O-])cc1,16,-18,9,-2,0,-6,20,2,8,4,10
CCN(Cc1ccccc1)S(=O)(=O)c1ccc(OC)cc1,29,-3,-6,-1,16,-40,6,-17,-3,4,21
CNC(=O)c1cc2c(s1)CCCCCC2,0,-9,-11,0,9,-11,-13,-6,-16,-20,-40
CCOc1ccc(OCC)c(NC(=O)CSCCc2ccccn2)c1,6,-4,-9,2,13,12,12,7,-4,30,-1
C/C(=N\NC(=O)CCc1c[nH]c2ccccc12)c1ccc([N+](=O)[O-])cc1,8,-1,1,4,3,1,13,7,3,-5,0
CC(C)[C@H](NC(=O)N1CC(=O)Nc2ccccc21)C(=O)N1CCC(C(=O)O)CC1,13,3,-3,-6,-6,-14,13,8,17,-26,-5
Cc1nnc(SCC(=O)NCc2cccs2)n1-c1ccccc1,7,-1,1,-2,7,-5,17,1,2,-18,3
O=C(NCCCN1CCOCC1)C(c1ccccc1)c1ccccc1,14,-7,0,-1,-2,11,10,15,-8,1,15
CC(C)(CSc1nncn1N)NS(=O)(=O)c1ccc(Cl)cc1,-6,1,7,-1,-3,-22,5,-1,-2,4,-17
COc1cc2c(cc1OC)[C@H](C)N(C(=O)NCc1ccccc1)CC2,18,12,12,0,23,2,20,-7,-13,32,10
O=C(NCc1ccc2c(c1)OCO2)c1ccc(CS(=O)(=O)c2cccc(C(F)(F)F)c2)o1,15,0,0,2,-12,-11,9,13,1,-2,8
O=C(c1cc(-c2ccc(O)cc2)on1)N1CCc2ccccc2C1,-148,16,-18,2,-13,-76,-161,-1,28,-21,-12
CCC(C(=O)Nc1c(C)cc(C)cc1C)N1CCCCCC1 (stereo not drawn),-11,8,-1,1,-15,-10,0,15,-2,-7,-21
O=C(N/N=C/c1cccs1)c1cnccn1,-31,6,-15,-3,-12,13,-47,-28,-3,-4,-21

# A different layout for 2 compounds above.
CCN(CC)S(=O)(=O)c1cccc(NC2=NCC(C)S2)c1 (stereo not drawn)
  Peg3 promoter = -4
  C8 TRAIL sens = 7
  MITF TRPM1 inh = 2
  NR2E3 ag-1 = -1
  TWEAK-Fn14 inh = 2
  NR2E3 ag-2 = -15
  HIF-2a inh = -21
  TROY NFkB inh = 3
  KKLEB cytotox = -8
  CF NFkB inh = 6
  Shn3 inh set2 = -2

COc1ccc(-n2ncc3c(NCc4ccc5c(c4)OCO5)ncnc32)cc1
  Peg3 promoter = -28
  C8 TRAIL sens = 11
  MITF TRPM1 inh = -25
  NR2E3 ag-1 = -3
  TWEAK-Fn14 inh = -11
  NR2E3 ag-2 = -50
  HIF-2a inh = -74
  TROY NFkB inh = -29
  KKLEB cytotox = 0
  CF NFkB inh = 22
  Shn3 inh set2 = -18

# (list continues)
SMILES,Peg3 promoter,C8 TRAIL sens,MITF TRPM1 inh,NR2E3 ag-1,TWEAK-Fn14 inh,NR2E3 ag-2,HIF-2a inh,TROY NFkB inh,KKLEB cytotox,CF NFkB inh,Shn3 inh set2
S=c1nc[nH]c2c1[nH]c1ccc(Cl)cc12,5,10,5,-2,-23,-45,-74,-4,-3,-15,-6
COc1ccc(CC(=O)NCc2n[nH]c(=S)n2-c2ccc(F)cc2)cc1,-10,-5,-12,2,-11,-5,22,4,-16,20,15
CCCCCC1CC(=O)C=C(C)C1C(=O)OC (stereo not drawn),14,32,2,2,-1,8,12,-1,12,-19,-1
CCOC(=O)C1CCCN(C(=O)c2ccc(C(=O)c3ccccc3)cc2)C1 (stereo not drawn),3,7,-4,1,7,8,2,-12,1,-2,13
CCOC(=O)c1ccccc1NC(=O)CSc1ccccc1,14,-9,6,1,-13,-13,-11,7,-7,-9,-2
NC(=S)NN=Cc1c[nH]c2nccnc12,-19,-2,·,·,33,0,4,5,-2,27,19
Cc1cc(SCC(=O)NCCC2=CCCCC2)nc2ccccc12,18,-2,-1,5,5,10,18,-8,-17,3,17
OC1CCN(Cc2cn(Cc3ccccc3)nc2-c2cc3ccccc3o2)CC1,-10,10,-4,0,-8,0,-19,-40,2,-4,17
Cc1cc(C(=O)CSc2nc3ccccc3c(=O)[nH]2)c(C)n1CC1CCCO1 (stereo not drawn),-292,37,-20,-2,60*,38,-226,42,8,-10,61
CC(NC(=O)Cc1ccccc1)C1COc2ccccc2O1 (stereo not drawn),0,-11,5,-1,4,1,16,6,-4,-9,9
COC(=O)CCCC(=O)NC1CCCc2c1cnn2-c1ccc(F)cc1F (stereo not drawn),2,-6,12,-3,-8,5,-12,-3,14,-9,-13
CCNc1nc(N2CCCC2)nc(N2CCCC2)n1,27,7,-4,1,-1,-9,7,5,-8,15,-5
O=C1CC2(CCN(C(=O)c3ccc(Br)cc3)CC2)Oc2ccccc21,9,14,4,0,3,14,23,15,-20,34,9
CCN1CCCC1CNC(=O)C(=O)Nc1cccc(OC)c1 (stereo not drawn),-7,-5,-9,-6,-6,-32,-3,-10,0,-7,11
C/C(CC(=O)Nc1cccnc1)=N\NC(=O)C(C)Oc1ccc(Cl)cc1Cl (stereo not drawn),13,5,11,3,-2,-14,13,-23,-1,13,-50
O=C(NNS(=O)(=O)c1ccc(F)cc1F)c1csc(-c2cccnc2)n1,6,0,0,-5,9,9,18,35,-2,13,-12
N#Cc1c(SCC(N)=O)nc2c(c1-c1ccncc1)CCCC2,-15,10,-14,2,-3,-28,21,1,0,7,4
COc1ccc(N2CCN(CC(=O)Nc3cc(C)on3)CC2)cc1,12,-8,3,3,3,-9,-3,-6,-3,-6,3
Cc1ccc(C)c(SCc2nc3sc(C(=O)O)c(C)c3c(=O)[nH]2)c1,12,7,5,2,3,3,15,-7,12,-8,-10
COc1ccc(CN(C)CC(=O)Nc2sc3c(c2C#N)CCC3)cc1OC,20,-4,-5,2,-5,13,15,4,-4,9,27
O=C(c1ccccc1)N1CCC(CC2CC(c3ccc(Cl)cc3)=NO2)(C(=O)NCC2CCCCC2)CC1 (stereo not drawn),7,-8,-6,0,-27,0,2,0,8,-24,-13
Cc1nnc(N/N=C/c2ccc(-c3ccc(Br)cc3)o2)n1N,-12,-3,-11,-4,-22,-22,-45,-5,10,-33,-19
C=CC1=CCN(S(=O)(=O)C(C)(C)C)[C@H]1CCO,-3,-14,·,·,6,-7,8,-8,-6,-3,4
CC1CCC(NC(=O)c2ccc3c(c2)S(=O)(=O)c2ccccc2C3=O)CC1 (stereo not drawn),8,21,-4,3,-47,8,-35,-7,4,-30,3
COc1ccc(NC(=O)Cc2ccccc2)cn1,-11,-1,13,6,0,-6,-10,-8,-5,-9,-16
O=c1[nH][nH]c(C(F)(F)F)c1C=Nc1ccccc1,7,-17,-11,4,-19,-4,15,9,9,5,-16
CN1C(=O)/C(=C/c2ccc(-c3ccccc3[N+](=O)[O-])o2)SC1=Nc1ccc(Cl)c(C(=O)O)c1,-214,14,-5,9,-2,-15,-180,-40,1,2,-39
CS(=O)(=O)N(CCC#N)Cc1ccc(/C=C2\C(=O)Nc3ccccc32)o1,16,-15,-8,-4,47,-39,18,23,-6,50*,6
CSc1ccc(-c2sc(Nc3cccc4ccccc34)n[n+]2-c2ccccc2)cc1,-60,25,7,1,17,-17,-234,-33,-1,10,-28

# Compound activity deposited in PubChem BioAssay by several laboratories.

# A portion of the library; the hit share may differ from the screen's.
